Screens (PubChem)
CHT PAM = CHT positive allosteric modulators, primary screen, cell-based, membrane potential dye, choline EC20 | High affinity choline transporter 1 (Homo sapiens), Q9GZV3 | CHT-expressing cells; stronger effect = higher value; LV-AA mutant CHT in HEK293 cells | B-score at 10 µM | 310,000 compounds, 0.49% hits;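 active = initial fluorescence not abnormally high and integrated response B-score, plate-corrected, over 3 SD above library mean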
Target sequence (Q9GZV3 whole entry, looked up): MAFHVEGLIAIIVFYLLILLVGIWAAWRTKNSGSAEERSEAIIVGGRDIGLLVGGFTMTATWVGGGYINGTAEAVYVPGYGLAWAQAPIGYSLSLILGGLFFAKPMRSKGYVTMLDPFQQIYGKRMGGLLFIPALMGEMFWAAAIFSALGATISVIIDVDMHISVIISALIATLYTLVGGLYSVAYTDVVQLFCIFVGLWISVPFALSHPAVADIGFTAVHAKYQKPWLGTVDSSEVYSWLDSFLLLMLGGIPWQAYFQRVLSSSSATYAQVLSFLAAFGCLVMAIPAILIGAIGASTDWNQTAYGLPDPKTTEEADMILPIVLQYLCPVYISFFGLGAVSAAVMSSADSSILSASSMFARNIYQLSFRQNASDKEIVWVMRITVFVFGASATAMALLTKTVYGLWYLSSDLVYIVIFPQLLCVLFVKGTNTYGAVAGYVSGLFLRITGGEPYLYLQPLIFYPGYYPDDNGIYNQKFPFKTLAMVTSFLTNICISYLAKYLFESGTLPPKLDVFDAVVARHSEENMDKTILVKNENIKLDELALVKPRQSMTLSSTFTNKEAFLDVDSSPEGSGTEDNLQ
OX1R antag = OX1R (HCRTR1) antagonists, primary screen, fluorescence, CHO/OX1R cells, Fluo-8 calcium, orexin A | Orexin/Hypocretin receptor type 1 (Homo sapiens), O43613 | 330,000 compounds, 0.43% hits | inhibition, % at 5 µM | Fluo-8 calcium fluorescence;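 active = inhibition above its plate's threshold, mean inhibition of all tested compounds on the plate plus 3 SD, cut at about 37% in these data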;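 also: 0% = orexin A challenge wells and 100% = SB-334867-A antagonist wells; not every result past the cut was called active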
Target sequence (O43613 whole entry, looked up): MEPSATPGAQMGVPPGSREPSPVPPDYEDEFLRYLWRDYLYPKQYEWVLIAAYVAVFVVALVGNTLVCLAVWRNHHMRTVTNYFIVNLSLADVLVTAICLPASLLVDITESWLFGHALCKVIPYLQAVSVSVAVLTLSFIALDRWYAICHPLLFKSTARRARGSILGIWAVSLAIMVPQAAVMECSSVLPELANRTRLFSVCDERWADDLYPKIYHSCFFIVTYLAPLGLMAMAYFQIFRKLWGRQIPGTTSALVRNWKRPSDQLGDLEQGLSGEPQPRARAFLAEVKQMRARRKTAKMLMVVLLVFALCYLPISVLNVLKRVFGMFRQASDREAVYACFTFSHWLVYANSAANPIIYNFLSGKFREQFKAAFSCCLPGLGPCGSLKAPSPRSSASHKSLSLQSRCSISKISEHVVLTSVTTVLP
The depositor's hits bear a star; i = inactive; . = not tested or not shown. Not a hit list (roughly 0.83% active in at least one column).

SMILES	CHT PAM	OX1R antag
CN1CCN(CCCCOc2ccc(F)cc2)CC1	i	3.8
C/C(CC(=O)Nc1ccc([N+](=O)[O-])cc1)=N/NC(=O)C1C2CCCCC21 (stereo not given)	i	4.7
O=C(Nc1ccc(OC(F)(F)F)cc1)N1CCN(c2ccnc3cc(Cl)ccc23)CC1	i	24.2
CNc1cc(=O)n(C)c(=O)n1-c1ccccc1	i	-8.2
O=C(CSc1n[nH]c(=O)[nH]c1=O)N/N=C/C=C/c1ccccc1	i	-5.3
COc1ccc(-c2cc(C)no2)cc1S(=O)(=O)N1CCOc2ccc(C)cc21	i	-1.5
O=C(Nc1nc2ccccc2[nH]1)C12CC3CC(CC(C3)C1)C2	i	-29.1
O=C(NNC(=O)c1ccc(O)cc1O)c1ccc(-c2ccccc2)cc1	i	-12.9
COC(=O)CN1C(c2ccccc2)=Nc2ccc(Cl)cc2C1c1ccccc1 (stereo not given)	i	-17.4
COC(=O)Cc1c(C)c2ccc(OCC(=O)N(C)C)cc2oc1=O	i	-11.4
Cc1ccc(/C=C/C(=O)O)cc1S(=O)(=O)NC1CCS(=O)(=O)C1 (stereo not given)	i	-15.2
O=C(C1CCN(C2CCN(Cc3ccc4c(c3)CCO4)CC2)CC1)N1CCCC1	i	10.9
COc1ccc(CN2CCS(=O)(=O)CC2)cc1OC	i	-20.1
CSc1nc(-c2ccc(C)cc2)nc(C(Cl)Cl)n1	i	-0.7
Cc1ccc(C(c2nnnn2C2CCCC2)N2CCN3CCCC3C2)cc1 (stereo not given)	i	-40.4
O=[N+]([O-])c1ccccc1CN1CCN(Cc2ccccn2)CC1	i	-17.1
Cc1ccc(C2=NS(=O)(=O)N(C)C(C(=O)NCc3ccccn3)=C2)cc1	i	-9.4
Nc1nn(-c2ccccc2)c(N)c1N=Nc1ccc2c(c1)OCO2	i	-7.5
CC1(C)Cc2c(sc3nc(-c4cc5ccccc5o4)n(N)c(=O)c23)CO1	i	-9.3
COc1ccc(CN(C)C(=O)c2ccc(NS(=O)(=O)c3ccc(F)cc3)cc2)c(OC)c1OC	i	-20.4
CC(Oc1ccc(Br)cc1)C(=O)Nc1ccc(S(=O)(=O)N(C)C2CCN(C)CC2)cc1 (stereo not given)	7.13*	40.2
CN(Cc1cccc2cnccc12)C(=O)CCc1nnc(CCc2ccccc2)o1	i	-21.7
O=C(/C=C/c1ccc(OCCCF)cc1)NCc1ccc(Cl)c(Cl)c1	i	-6.2
CCOc1ccc(CCNC(=O)C2CC(=O)N(CCc3ccccc3)C2)cc1OCC (stereo not given)	i	-26.8
c1ccc(-c2cc(N3CCOCC3)nc(-c3ccccc3)n2)cc1	i	-7.0
CCN(CC)C(=O)NCc1c(C)cc(C)cc1C	i	-24.4
O=C1C2CC=C(Cl)CC2C(=O)N1CCC[n+]1ccccc1 (stereo not given)	i	-15.9
C#CCOCCOCCOCCNc1nc(N2CCN(C(=O)[C@H](CCC(=O)O)n3cc(C(N)CC(C)C)nn3)CC2)nc(N2CCN(C(=O)[C@H](Cc3cc4ccccc4[nH]3)n3cc(C(N)CC(C)C)nn3)CC2)n1 (stereo not given in full)	i	0.6
COc1cccc(-n2nc3c(-n4ncc(C#N)c4N)nnc(C)c3c2C)c1	i	-5.4
COc1ccc(-c2csc(NC(=O)C3=NN(c4ccccc4)C(=O)CC3)n2)cc1	i	-12.9
COc1cc(OC)cc(-c2c(C#Cc3ccsc3)c3cc(-c4cc(F)cc(F)c4)ccc3n2C)c1	.	-15.6
CC12CC(c3ccccc3O1)C(/C(N)=N/NC(=O)c1ccc(F)cc1)C(=O)N2 (stereo not given)	i	4.8
CCc1c(C)sc(NC(=O)c2cc(C)on2)c1C#N	i	-7.1
O=C(NCCc1cccs1)C1CC(c2ccc([N+](=O)[O-])cc2)=NO1 (stereo not given)	i	-14.8
Cn1nc(C(=O)NNC(=O)c2cccc(Cl)c2)ccc1=O	.	-12.3
CCOC(=O)c1cnc2c(OC)cccc2c1Oc1ccccc1	i	-30.1
O=CNCCCc1nc2ccccc2n1Cc1ccccc1	i	-11.9
COc1ccc(C2CC(c3ccccc3)=NN2C(=O)COC(=O)c2cccc(S(=O)(=O)N(C)C)c2)cc1 (stereo not given)	i	-3.6
C[C@H](CO)N1C[C@H](C)[C@@H](CN(C)CC2CCCCC2)Oc2c(NC(=O)CCC(F)(F)F)cccc2C1=O	.	-37.1
C[C@H](NC(=O)c1ccccc1)C(=O)N1CCN(Cc2ccc3c(c2)OCO3)CC1	.	-17.4
CCOC(=O)[C@H]1[C@H]2COc3ccc(Cl)cc3[C@@H]2N2C(=O)c3cc(F)c(F)cc3NC(=O)[C@@]12C	i	-21.5
Cc1ccc(OCCn2c3ccccc3n3nc(C)c(=O)nc23)cc1	i	-16.6
COc1cc(NC(=O)c2ccc([N+](=O)[O-])o2)ccc1NC(=O)c1ccco1	i	-28.5
Cc1c(Cl)cccc1NC(=O)CC1NCCNC1=O (stereo not given)	i	6.7
CCN1C(=O)CSC1=NC12CC3CC(CC(C3)C1)C2	i	-2.4
CCC(=O)Nc1cccc(-c2ccc(N3CCCCC3)nn2)c1	i	-19.5
COc1cc(OC)cc(C(=O)NC(C(=O)Nc2ccc3c(c2)CCC3)C(C)C)c1 (stereo not given)	.	-20.8
Cc1ccc(Cl)cc1N1CCN(c2cccc[n+]2C)CC1	i	-10.5
O=C(Cn1cnc(S(=O)(=O)N2CCOCC2)c1)Nc1ccc(OC(F)(F)F)cc1	i	-2.0
COc1ccc(NC(=O)N(C)C[C@H]2Oc3ccc(NC(=O)CCN4CCOCC4)cc3C(=O)N([C@@H](C)CO)C[C@H]2C)cc1	.	4.3

More compounds.
SMILES	CHT PAM	OX1R antag
COc1ccc2[nH]c(=O)c(-c3noc(-c4ccc(F)cc4)n3)cc2c1	i	-5.4
N#C/C(=C\c1ccc(-c2ccc(Br)cc2)o1)C(=O)NCCc1c[nH]c2ccccc12	i	-21.1
COc1ccc(C(CC(=O)O)NC(=O)COc2ccccc2OC)cc1OC (stereo not given)	i	-6.5
COc1ccccc1-c1sc2ccccc2c1-c1ccc(OCCN2CCCCC2)cc1	.	24.1
OCCNC(=S)NCc1ccccc1	i	-14.1
CCOC(=O)NC(=O)/C(C#N)=N/Nc1c(F)cccc1F	i	-18.6
CC1(C(=O)O)CCC(C(=O)NC2CCCCCC2)C1(C)C (stereo not given)	i	-14.2
Cc1cc(-c2ccc(C)c(S(=O)(=O)N3CCN(C(=O)c4ccco4)CC3)c2)on1	i	-15.0
O=C(CSc1ncnc2sc3c(c12)CCC3)Nc1ccccc1C(=O)O	i	0.6
CC1CCN(C(=O)Cn2nnc(-c3cccs3)n2)CC1	i	-5.3
O=C(O)C12C[C@H]3C[C@@H](C1)CC(n1ncc(N4CCN(c5ccccc5)CC4)c(Cl)c1=O)(C3)C2	i	0.6
O=C(NNC(=O)c1cccnc1)Nc1ccccc1	i	-6.8
Cc1ccc(OCCOCCN2CCCC2)c(Br)c1	i	-24.1
O=C(O)c1ccc(NC(=S)NC(=O)c2cncc(Br)c2)cc1	i	4.9
CCOc1ccc(-c2nnc(-c3cccs3)o2)cc1	i	-25.1
O=C(Cn1nc(C(=O)O)c2ccccc2c1=O)Nc1cccc(S(=O)(=O)N2CCCCC2)c1	.	60.0*
O=C(c1ccc(CNc2c(N3CCOCC3)c(=O)c2=O)cc1)N1CC=C(c2ccccc2)CC1	i	-15.2
C=CCn1c(-c2cccc(S(=O)(=O)N(CC)CC)c2)n[nH]c1=S	i	-13.0
COC(=O)c1[nH]c2ccc(F)cc2c1NS(=O)(=O)c1ccc(OC)cc1OC	i	-4.9
COCCn1c(SC)nnc1-c1c[nH]c2ccccc12	i	-8.5

2 compounds drawn at random from the list so far, as already listed:
SMILES	CHT PAM	OX1R antag
O=C(Cn1nc(C(=O)O)c2ccccc2c1=O)Nc1cccc(S(=O)(=O)N2CCCCC2)c1	.	60.0*
O=C(NNC(=O)c1ccc(O)cc1O)c1ccc(-c2ccccc2)cc1	i	-12.9

Following part:
SMILES	CHT PAM	OX1R antag
Cc1nnc(SCC(=O)NC(C)(C)C)n1NCc1ccc(Cl)cc1	i	-22.1
Cc1cc(C(=O)CC#N)c(C)n1-c1ccc(OC(F)F)cc1	i	4.5
O=C(NNC(=O)C1CC1c1ccccc1)Nc1cccc(Cl)c1 (stereo not given)	i	-19.4
Nc1nc(SCC(=O)N2CCCc3ccccc32)[nH]c(=O)c1-c1ccccc1	i	-22.0
CCOC(=O)c1c(C)nc2sc3c(c2c1-c1ccc(OC)cc1)NC(c1ccccc1)NC3=O (stereo not given)	i	-24.0
O=C1/C(=C/c2ccccn2)SC(=S)N1c1cccc(O)c1	i	-7.7
CCCNC(=S)N(Cc1cc2cc(C)ccc2n2nnnc12)CC(C)(C)CN(C)C	i	-24.4
Cc1cc(-c2onc(C)c2C(=O)N/N=C/c2ccccc2)no1	i	-24.0
Cc1c(C(=O)NCc2c(F)cc(F)cc2F)oc2ccc(S(=O)(=O)N3CCOCC3)cc12	i	2.3
Cc1nc(NC(=O)c2ccccc2)sc1-c1csc(NCc2ccco2)n1	i	4.0

Ordered by number of heavy atoms (smallest number first): three of the compounds above
SMILES	CHT PAM	OX1R antag
CN1CCN(CCCCOc2ccc(F)cc2)CC1	i	3.8
C/C(CC(=O)Nc1ccc([N+](=O)[O-])cc1)=N/NC(=O)C1C2CCCCC21 (stereo not given)	i	4.7
CCOC(=O)[C@H]1[C@H]2COc3ccc(Cl)cc3[C@@H]2N2C(=O)c3cc(F)c(F)cc3NC(=O)[C@@]12C	i	-21.5

The list continues.
SMILES	CHT PAM	OX1R antag
O=C(COC(=O)c1ccc([N+](=O)[O-])s1)Nc1ccc(Cl)cn1	i	-3.9
O=[N+]([O-])c1cccc(CN2CCN(S(=O)(=O)Cc3ccccc3)CC2)c1	i	-8.0
COC(=O)COc1ccc(S(=O)(=O)Nc2ccc(NC(C)=O)cc2)cc1C	i	-11.7
COc1ccccc1/C=C1/C(=O)N(c2cc(C)cc(C)c2)C(c2cccc([N+](=O)[O-])c2)S1(=O)=O (stereo not given)	i	-5.1
CCC1(C)OC(=O)N(CCCn2ccnc2C)C1(C)O (stereo not given)	i	6.9
O=C(NC1CCCC1)C(c1ccncc1)N(C(=O)Cc1cccs1)c1ccc(F)cc1 (stereo not given)	i	-31.6
CCSc1nc(-c2ccccc2)c2cc(Cl)ccc2n1	i	-13.2
COCc1nnc(NC(=O)c2cc(Cl)ccc2OC)s1	i	-2.7
CC(=O)CSc1nsc(SCC(C)=O)c1C#N	i	-0.3
COc1ccc(C(c2c(NC(=O)c3ccco3)sc(C)c2C)N2CCOCC2)cc1OC (stereo not given)	.	-10.3
O=C(COC(=O)c1cc(F)cc(F)c1)NCCCc1ccccc1	i	-5.6
COc1ccc(C(=O)Nc2ccccc2C(=O)N2CCCCCC2)cc1	i	-24.7
CC(=O)Oc1ccc2c(c1)Oc1cc(OC(C)=O)ccc1C21OC(=O)c2ccccc21	i	106.1*
C/C(=N\NC(=O)C1COc2ccccc2O1)c1ccc(Cl)s1 (stereo not given)	i	-29.5
COc1cccc(OCC(Cn2cnc3ccccc32)OC(C)=O)c1 (stereo not given)	i	-10.7
CC(OC(=O)Cc1coc2ccc3ccccc3c12)C(=O)NC(N)=O (stereo not given)	i	-15.6
COc1ccccc1[C@H]1C(c2ccccc2)=NN(c2ccccc2)[C@@H]1CO	.	-17.4
CCOc1cc(CNc2nn[nH]n2)ccc1OCC(=O)NC(C)(C)C	i	-19.5
CCn1c(C)nnc1SCC(=O)Nc1cccc(C(F)(F)F)c1	i	-4.8
Cc1ccc(NC(=O)CC2OC(=O)c3ccccc32)cc1S(=O)(=O)N1CCCCCC1 (stereo not given)	.	-16.4

A stretch of the results above:
SMILES	CHT PAM	OX1R antag
O=C(COC(=O)c1cc(F)cc(F)c1)NCCCc1ccccc1	i	-5.6
COc1ccc(C(=O)Nc2ccccc2C(=O)N2CCCCCC2)cc1	i	-24.7
CC(=O)Oc1ccc2c(c1)Oc1cc(OC(C)=O)ccc1C21OC(=O)c2ccccc21	i	106.1*
C/C(=N\NC(=O)C1COc2ccccc2O1)c1ccc(Cl)s1 (stereo not given)	i	-29.5

Other entries.
SMILES	CHT PAM	OX1R antag
CCc1ccccc1NC(=O)CN(C)C(=O)CSc1nnc(Nc2ccc(C)cc2)s1	i	-20.5
NCC(=O)Nc1ccc(Br)cc1	i	-26.3
Cc1sc(NC(=O)c2ccccc2)c(C(=O)NCCN(C)C)c1C	i	-7.5
Cc1ccc(O)c(Nc2ncnc3ccc([N+](=O)[O-])cc23)c1	i	-27.1
CN(C)S(=O)(=O)c1cccc(C(=O)NCCCn2ccnc2)c1	i	2.3
Nc1nnc(SCC(=O)OCC(=O)NC23CC4CC(CC(C4)C2)C3)s1	i	-13.9
Nc1nnc(CCc2ccccc2)s1	i	-2.0
CCCOc1ccc(-c2nn(-c3ccccc3)cc2/C=C2\SC(N)=NC2=O)cc1C	i	-12.9
Cn1c(SCC(=O)N2CCOCC2)nc2c(c1=O)SCC2	i	-1.4
CCO[C@@H]1OC(C(=O)NCc2ccccc2)=C[C@H](C(C)(C)C)[C@H]1CCCO	i	12.4
Cc1sc2nc(CN3CCCC3)nc(N3CCN(S(=O)(=O)c4ccccc4)CC3)c2c1C	.	-6.1
CSc1ncc(Cl)c(C(=O)Nc2cccc(C)c2)n1	i	-16.8
CN1CCc2c(sc(/N=C/c3c[nH]c4ccccc34)c2C#N)C1	i	1.1
Cc1ccccc1N(C(=O)Cn1nnc(-c2ccc(F)cc2)n1)C(C(=O)NC(C)(C)C)c1ccncc1 (stereo not given)	i	-33.2
CCc1ccc(C(=O)CSC2=C(C#N)C(c3ccco3)C(C(C)=O)=C(C)N2)cc1 (stereo not given)	i	6.9
C=CC[C@@H](CC(=O)N(CCO)Cc1ccccc1)C(=O)N[C@H](C)COC(=O)[C@@H](CC=C)Cc1ccc(F)cc1	.	-37.7
Cc1ccc(S(=O)(=O)N(C)C[C@H]2Oc3ccc(NC(=O)Nc4c(C)noc4C)cc3CC(=O)N([C@@H](C)CO)C[C@@H]2C)cc1	.	-0.7
CCOc1ccccc1NC(=O)CSc1nnc(-c2cnccn2)n1CC	i	-30.2
